TRPML3 ag – agonists of human TRPML3 channel; HEK293 TRPML3-YFP, Fluo-8 calcium fluorescence; 100% = the carbachol control signal; AID 1448; activation, % at 3 µM; 220,000 tested, 0.29% active;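 active means activation above its plate's cutoff, the mean activation of the plate's test wells plus 3 SD, cut at about 12% in these data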;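 further: 0% = DMSO only wells and 100% = carbachol wells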
Target sequence (Q8TDD5 whole entry, looked up): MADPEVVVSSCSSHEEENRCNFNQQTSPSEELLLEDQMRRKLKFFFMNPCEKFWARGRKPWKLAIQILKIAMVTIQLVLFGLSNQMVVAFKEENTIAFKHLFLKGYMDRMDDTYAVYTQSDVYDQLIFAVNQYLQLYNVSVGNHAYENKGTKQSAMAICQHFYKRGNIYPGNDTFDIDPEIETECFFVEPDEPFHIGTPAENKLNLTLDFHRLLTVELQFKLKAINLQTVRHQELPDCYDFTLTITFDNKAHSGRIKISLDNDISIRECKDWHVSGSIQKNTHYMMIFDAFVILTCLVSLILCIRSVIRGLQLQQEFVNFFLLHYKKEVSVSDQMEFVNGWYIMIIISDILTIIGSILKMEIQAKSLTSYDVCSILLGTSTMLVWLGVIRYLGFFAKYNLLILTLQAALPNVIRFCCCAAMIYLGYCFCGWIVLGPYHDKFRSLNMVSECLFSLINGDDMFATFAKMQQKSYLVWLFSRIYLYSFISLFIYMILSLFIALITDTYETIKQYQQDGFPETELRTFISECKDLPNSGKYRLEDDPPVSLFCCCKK
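Test system – HEK293 line with stable expression of human TRPML3-YFP channel · Control set – carbachol 87 µM final as high control (100%), DMSO as low control (0%) · Signal – Fluo-8 calcium dye fluorescence, ex 470-495, em 515-575 nm · Incubation – 1-h 37 °C dye load, 5-s basal, 120-s post-compound reads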
RBBP9 inhibitor – human RBBP9 hydrolase inhibition; O75884; recombinant RBBP9, FP-Rh probe fluorescence polarization; inhibition, % at 7.94 µM; 220,000 tested, 0.2% active; AID 1515;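 active means inhibition above the campaign mean of all tested compounds plus 3 SD, cut at about 14% in these data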;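 further: plate controls were DMSO wells with RBBP9 for no effect and wells lacking RBBP9 protein for full effect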
Target sequence (O75884 whole entry, looked up): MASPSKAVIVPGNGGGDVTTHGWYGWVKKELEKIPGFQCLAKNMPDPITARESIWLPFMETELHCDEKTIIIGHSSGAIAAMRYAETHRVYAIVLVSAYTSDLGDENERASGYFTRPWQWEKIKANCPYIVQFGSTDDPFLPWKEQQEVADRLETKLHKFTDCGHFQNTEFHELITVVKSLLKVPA
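Assay system: recombinant human RBBP9; Reagent: Serine-hydrolase probe FP-Rh, 375 nM pre-mixing; Doses: 7.94 µM single dose, 0.794% DMSO; Incubation: 30 min then 45 min, 25 °C; Detection: fluorescence polarization (mP), excitation 525 nm, emission 598 nm; Evaluation: percent inhibition from mP, scaled between DMSO and no-protein wells.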
Ba/F3 V617F tox – lowers viability of Ba/F3 cells expressing EpoR and JAK2V617F | inhibition, % at 5.6 µM | AID 1446 | 220,000 tested, 1.1% active | ATP luminescence;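 active means inhibition above the campaign mean plus 3 SD over all tested compounds, cut at about 24% in these data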;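 further: cytokine-independent growth of Ba/F3 cells driven by EpoR plus mutant JAK2; 0% = DMSO-treated cells and 100% = JAK inhibitor I control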
zfTRPN1 agonist – agonists of zebrafish TRPN1 channel | HEK293 zebrafish TRPN1-YFP, Fluo-8 calcium fluorescence; 100% = response to 87 µM carbachol | AID 1424 | 220,000 tested, 0.18% active | activation, % at 3 µM;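 active means activation above its plate's cutoff, the mean activation of test wells on that plate plus 3 SD, cut at about 19% in these data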;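 further: 0% = DMSO alone and 100% = 87 µM carbachol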
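System: zebrafish TRPN1-YFP in HEK293 cells / Dosing: 3 µM single point / Timing: dye loading 1 h at 37 °C, then 30 min room temperature / Signal: Fluo-8 calcium fluorescence, excitation 470-495 nm, emission 515-575 nm / Read-out basis: percent activation from peak over basal fluorescence ratio, control-normalized / Control set: high carbachol 87 µM, low DMSO alone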
CHOP inhibitor – inhibitors of CHOP induction in ER stress response; CHO-K1 CHOP-promoter luciferase, tunicamycin-induced, 15-18 h; inhibition, % at 10 µM; 220,000 tested, 3.8% active;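 active means compounds that reduced the stress-induced luciferase reporter signal by more than about 70% of percent inhibition, limit read from the data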;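 further: 0% = tunicamycin plus vehicle and 100% = wells without tunicamycin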
Wee1 stabilizer – blocks degradation of human Wee1 kinase; HeLa Luc-Wee1K328M stability, luciferase luminescence; 100% = proteasome inhibitor MG132 effect; reporter increase, % at 5 µM; P30291; 220,000 tested, 1.2% active;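 active means activation above the mean of all tested compounds plus 3 SD, set per screening run, cut at about 8.8% in these data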;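 further: cells exposed to compound for 20 h before luminescence read; 0% = DMSO alone and 100% = MG132 at 30 µM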
TNF necrop inh – blocks TNF-alpha induced death of Jurkat FADD-/- cells | 220,000 tested, 0.068% active | Jurkat FADD-/- TNF necroptosis rescue, ATP luminescence, 24 h; 0 = TNF only, 100 = no-TNF cells | activation (protection from cell death), % at 10 µM;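 active means activation, meaning protection from cell death, of at least 50% relative to plate controls; inactive means activation below 50%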;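 further: necroptosis triggered by 40 ng/mL TNF-alpha added together with compound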
PPC-1+TRAIL kill – compounds killing PPC-1 cancer cells with TRAIL present (potentiator screen, no TRAIL-free arm); PPC-1 cells + TRAIL, ATPLite viability luminescence; cell killing (% activity), % at 4 µM; 220,000 tested, 0.41% active;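 active means cell killing above 50% in the first pass at 4 µM, then a duplicate retest at 5 µM averaging 50% or more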;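 further: plate controls were cells with TRAIL plus DMSO for no effect and medium-only wells lacking cells for full effect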
BaF3 tox – reduces parental Ba/F3 cell viability, JAK2V617F counter-screen; CellTiter-Glo ATP luminescence; inhibition, % at 5.6 µM; 220,000 tested, 1.1% active;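 active means inhibition above a per-campaign cutoff, the mean inhibition of all tested compounds plus 3 SD, cut at about 27% in these data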;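 further: 0% = DMSO wells and 100% = JAK Inhibitor I control wells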
The depositor's hits bear a star; · = not tested or not shown.

SMILES	TRPML3 ag	RBBP9 inhibitor	Ba/F3 V617F tox	zfTRPN1 agonist	CHOP inhibitor	Wee1 stabilizer	TNF necrop inh	PPC-1+TRAIL kill	BaF3 tox
Cc1ccc(N/N=C/c2c(C)c(C#N)c(=O)n(C)c2O)cc1C	0.8	8	-2	0.7	19	2	-1.8	36	-4
COc1ccc(S(=O)(=O)NC(C)C(=O)Nc2cccc([N+](=O)[O-])c2)cc1 (stereo not given)	-0.5	-4	3	-1.2	-14	8	1.4	38	5
CN(C)C(/C=C/Nc1cccc([N+](=O)[O-])c1)=C(C#N)C#N	0.5	-9	-1	2.2	-11	-2	2.7	8	3
Cc1nc(NC(=O)C2CC3CCCC(C2)C3=O)sc1C (stereo not given)	0.4	3	-2	-0.1	-16	0	-0.1	12	4
COc1cc(C2C(C#N)=C(N)Oc3cc(O)ccc32)cc2c1OCO2 (stereo not given)	0.5	-7	-3	1.0	25	0	-6.6	0	3
Cc1ccc(SCc2ccc(C(=O)N3CCCC3)cc2)cc1	-1.6	-7	2	-2.0	-12	4	-1.2	10	2
CCCC(=O)NC(=S)Nc1cccc(C(C)=O)c1	0.0	-8	2	0.7	19	-1	-1.7	8	3
O=C1C=Cc2ccccc2/C1=C/c1[nH]c(=O)[nH]c1O	0.7	-6	-4	0.9	11	-1	-4.9	8	-1
NC(=O)CNC(=O)[C@@H]1CC2(CC(c3ccc(Cl)cc3)=NO2)CN1C(=O)c1ccccc1 (stereo not given in full)	0.7	-5	-1	0.1	18	0	-1.4	24	1
CC(C)N(C(=O)CO/N=C/c1cccc([N+](=O)[O-])c1)C(C)C	0.3	-6	3	0.7	5	1	1.8	30	10

Full records, looked up by structure. Order of screens: TRPML3 ag | RBBP9 inhibitor | Ba/F3 V617F tox | zfTRPN1 agonist | CHOP inhibitor | Wee1 stabilizer | TNF necrop inh | PPC-1+TRAIL kill | BaF3 tox
`CC(C)N(C(=O)CO/N=C/c1cccc([N+](=O)[O-])c1)C(C)C` across the screens: 0.3 | -6 | 3 | 0.7 | 5 | 1 | 1.8 | 30 | 10
`Cc1nc(NC(=O)C2CC3CCCC(C2)C3=O)sc1C` (stereo not given) across the screens: 0.4 | 3 | -2 | -0.1 | -16 | 0 | -0.1 | 12 | 4
`Cc1ccc(N/N=C/c2c(C)c(C#N)c(=O)n(C)c2O)cc1C` across the screens: 0.8 | 8 | -2 | 0.7 | 19 | 2 | -1.8 | 36 | -4

The listing continues:
SMILES	TRPML3 ag	RBBP9 inhibitor	Ba/F3 V617F tox	zfTRPN1 agonist	CHOP inhibitor	Wee1 stabilizer	TNF necrop inh	PPC-1+TRAIL kill	BaF3 tox
CCOc1ccc(-n2c(N)c(C(=O)NCC3CCCO3)sc2=S)cc1 (stereo not given)	-0.5	-4	-2	0.8	17	-4	0.9	34	1
O=S(=O)(c1ccc(Br)cc1)N1CCn2c(nc3ccccc32)C1	0.2	-1	-4	0.5	25	0	0.1	-7	9
COc1ccc(C(c2sc3nc(C)nn3c2O)N2CCCCC2)cc1 (stereo not given)	1.4	2	2	2.0	4	-1	-0.2	·	3
COc1cccc(CSc2nc3cc4c(cc3cc2C)OCCO4)c1	-0.3	-6	-1	1.4	56	1	1.1	-4	7
O=C(C1CCN(S(=O)(=O)c2cccc3cccnc23)CC1)N1CCN(C2CCCCC2)CC1	0.0	3	0	0.6	-1	-1	-2.3	1	-1
CCc1nc2n(n1)C(O)c1cc([N+](=O)[O-])ccc1S2 (stereo not given)	0.5	-6	0	1.3	3	-2	-1.0	2	0
Cn1nc(C(F)(F)F)c2cc(C(=O)Nc3ccc(C(F)(F)F)cc3)sc21	0.9	-5	-2	4.6	31	5	4.7	8	-5
O=C(COC(=O)/C=C/c1ccc(F)cc1)Nc1cc(C(F)(F)F)ccc1N1CCOCC1	0.0	-7	3	2.1	56	0	0.3	-12	8
CSC(=NCc1ccc(F)cc1)NS(=O)(=O)c1cccs1	0.1	-6	-5	-0.9	13	-3	-0.3	0	-1
COc1ccc(C(=O)c2sc3nc(-c4ccccc4)ccc3c2N)cc1	0.6	-7	-1	1.5	78*	0	3.2	6	-3
Cn1c(=O)[nH]c(=O)c2c1nc(SCC(O)CO)n2Cc1ccccc1Cl (stereo not given)	0.3	1	1	2.0	7	4	-0.6	1	4
Cc1ccccc1NC(=O)NC1CCCCC1C (stereo not given)	-0.2	-11	4	-0.6	-8	4	-0.4	6	6
CC(=O)c1cccc(NC(=O)C2CCCN(S(C)(=O)=O)C2)c1 (stereo not given)	0.4	-5	0	0.9	-11	-2	-0.3	-6	3
Clc1ccc2c(NCc3ccco3)ncnc2c1	1.9	-3	-1	2.1	18	3	-2.2	2	5
COCCCNC(=O)c1ccc(NC(C)=O)cc1	1.0	-3	4	0.7	-7	2	-1.0	16	10
Cc1nnc(SCCCn2c(N3CCCCC3)nc3c2c(=O)[nH]c(=O)n3C)s1	0.4	-5	0	0.7	-5	-1	-1.9	9	2
Cc1ccc(O)c(CNc2ccc(S(=O)(=O)Nc3nccs3)cc2)c1	-0.1	3	-2	0.8	-4	3	-7.3	14	-3
COC(C(=O)Nc1ccc(C(C)=O)cc1)c1ccccc1 (stereo not given)	0.4	-1	-3	-0.4	-2	-2	0.6	8	3
COc1ccccc1N(Cc1cc(=O)[nH]c2ccccc12)C(=O)c1ccccc1	0.1	-6	-5	-0.4	-3	1	-3.4	1	4
CCn1cnc2c(cnn2-c2ccccc2)c1=O	0.5	-6	-6	0.2	-6	1	-1.0	17	-2
Cc1ccc(CN2CCCNC2=O)cc1	0.4	-10	0	1.0	6	0	0.6	-10	4
COc1ccc([N+](=O)[O-])cc1N(CC(=O)NCc1ccco1)S(C)(=O)=O	-0.4	-3	-4	0.2	32	1	0.2	32	3
CCCSc1nc(N2CCCC2)c2c(c1C#N)CC(C)(C)OC2	0.7	-1	-1	0.1	54	1	-0.9	12	4
COc1ccccc1-c1cc(C(=O)N/N=C/c2cccs2)c2ccccc2n1	0.4	-3	-1	-0.5	44	10*	-3.5	-18	6
CC1CCCCC1NC(=O)Cn1nc(-c2ccccc2)ccc1=O (stereo not given)	0.5	1	0	3.0	15	0	4.5	23	7
Cc1[nH]c(=O)[nH]c(=O)c1S(=O)(=O)N1CCCC(C(=O)N2CCC(Cc3ccccc3)CC2)C1 (stereo not given)	1.1	-2	-5	-0.6	29	2	2.8	27	2
COc1cccc(SCC2CSc3nc4ccccc4c(=O)n32)c1 (stereo not given)	0.7	2	0	-0.4	-6	0	-0.2	7	2
Cc1ccc(C)c(N/N=C2\CCCNC2=O)c1	0.1	-2	-4	0.0	20	0	1.2	-1	0
COc1cccc(NC(=O)CN(C)C(=O)/C=C/c2cc(OC)ccc2OC)c1	0.1	-4	-1	0.2	2	-4	3.2	26	7
Cc1[nH]c2ccccc2c1/C=N/NS(=O)(=O)c1ccccc1	0.7	-2	7	0.5	23	2	0.1	13	3
CC1CC(C)(C)NC(=S)S1 (stereo not given)	1.0	-3	-4	0.4	5	-3	-2.4	-2	2
CCCCc1ccc(NC(=O)COc2ccc(C(=O)Nc3ccccc3OC)cc2)cc1	0.1	-5	2	1.7	10	6	0.7	5	1
O=C(CC1Sc2ccccc2NC1=O)NNC(=O)Nc1ccc(Cl)cc1 (stereo not given)	0.6	3	-5	-1.2	-9	2	3.0	-8	1
COCCN1C=C(C(=O)OC)C(c2ccccc2C(F)(F)F)C(C(=O)OC)=C1	-1.2	-9	3	-1.1	-20	1	-0.8	0	5
Cc1c2c(n3c(nc4ccccc43)c1C#N)N(c1ccccc1)CC2	0.7	-5	0	-1.2	4	2	-0.3	24	5
COc1ccc(NC(=O)Nc2ccccc2SC)cc1OC	0.3	-2	-3	-0.7	0	-3	0.9	-7	0
O=C(Nc1ccc([N+](=O)[O-])cc1)Nc1ccc(OC(F)F)c(Cl)c1	5.1	-25	3	18	106*	0	0.5	7	6
CCc1ccc(-c2cc(C(=O)NN3CCN(C)CC3)c3ccccc3n2)cc1	1.0	-5	1	0.1	3	1	3.0	33	5
Cc1cc(NC(=O)Cn2cnc3c(nnn3-c3ccc(C)c(Cl)c3)c2=O)no1	1.3	0	-1	0.1	-17	-1	-0.3	9	11
CCC(C)NC(=O)/C=C/c1cccs1 (stereo not given)	0.2	-2	0	0.7	-25	-1	0.4	11	7
Cc1cccc(NC(=O)Cn2nnc(-c3ccc(CN4CCCC4)cc3)n2)c1C	0.5	-5	1	-0.6	34	-2	-4.3	5	8
COc1cccc(CN2CCN(C(=O)c3ccco3)CC2)c1OC	0.5	0	-1	-0.7	·	-4	-0.7	·	3
O=C(Cn1cnc2ccccc21)N1CCc2ccccc21	1.2	-1	0	1.9	2	-3	-1.3	-12	2
O=C1NCCC/C1=N/Nc1cc(F)ccc1F	1.3	-4	2	0.7	3	-1	-1.8	-4	-2
CC(C)c1ccc2oc(=O)cc(CN3CCN(c4ccccc4)CC3)c2c1	0.7	-9	-2	0.4	14	-3	1.0	7	2
CCCCS/C(=C(/C#N)C(N)=O)c1cc2c([nH]1)CCCC2	-0.7	-8	2	-2.1	35	1	-2.5	1	5
CCOC(=O)c1ccc(NC(=O)C(=O)NCc2ccccn2)cc1	0.1	6	-3	0.1	28	-2	1.4	-6	-2
Cc1cccc(NC(=O)c2nc[nH]c2C(=O)Nc2cccc(C)c2)c1	1.0	-6	1	-0.2	87*	7	1.0	14	6
CCCc1cc(C(=O)NCc2cccnc2)no1	1.0	-12	-1	-0.8	-1	1	1.9	9	5
CC(C)(C)Nc1c([N+](=O)[O-])c(=O)sc2ccccc12	0.5	-9	4	2.1	-4	-2	-1.4	·	5

The list goes on:
SMILES	TRPML3 ag	RBBP9 inhibitor	Ba/F3 V617F tox	zfTRPN1 agonist	CHOP inhibitor	Wee1 stabilizer	TNF necrop inh	PPC-1+TRAIL kill	BaF3 tox
CCC1(O)c2ccccc2-c2ncccc21 (stereo not given)	0.0	-3	0	-0.8	-23	-3	-0.8	9	2
O=C(COC(=O)/C=C/c1ccc([N+](=O)[O-])cc1)NCc1ccc2c(c1)OCO2	0.3	-4	-4	1.1	14	-2	1.6	10	1
N#CCCNc1c(Cl)cc(Cl)cc1C(=O)O	1.3	0	1	-0.8	-14	4	-0.5	21	2
CC1CCc2sc(C(=O)OCC(=O)NC(N)=O)cc2C1 (stereo not given)	0.6	-9	-1	0.5	4	-2	1.0	-4	1
CC(=O)c1sc2nc(CSc3nnnn3-c3ccccc3)[nH]c(=O)c2c1C	1.1	-10	4	4.5	-10	2	0.9	-14	9
COc1ccc(CC(=O)N2CC3(C)CC2CC(C)(C)C3)cc1OC (stereo not given)	0.3	-7	1	0.5	10	-1	2.2	12	5
CCc1nc2ccccc2n1CC(=O)N1CCN(Cc2ccccc2)CC1	1.9	-2	0	0.5	18	-2	0.4	-2	-1

Compound activity from PubChem BioAssay.
